Cathepsin G inh – blocks human cathepsin G enzyme activity; purified enzyme, AMC-tetrapeptide fluorescence, pooled mixtures; AID 581; inhibition, % at 5 µM (by protocol); 0.2% of 62,000 active;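 active means inhibition above 20% in each of the two mixture wells holding the compound; inactive means inhibition of 20% or less in either well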;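 further: 0% = enzyme control without mixture and 100% = blank lacking enzyme; strong numbers were not always called active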
CatB mixtures – human cathepsin B inhibition by mixtures. AID 488. Purified cathepsin B, AMC dipeptide fluorescence, compound mixtures. 0.06% of 62,000 active. inhibition, %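 (ten-compound pools at 5 µM per compound and 50 µM total)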. P07858; in the data active means inhibition above about 22%, passing the limit was not always enough; inconclusive means no clear call, values can overlap the other calls;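 further: 0% = enzyme without compound and 100% = no enzyme blank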
FXIa inh mix – inhibitors of human coagulation factor XIa, pooled mixtures; purified FXIa, fluorogenic substrate; inhibition, % at 5 µM; P03951; AID 680; 0.19% of 62,000 active;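 further: each value is inhibition by a whole ten-compound pool holding the compound; 0% = enzyme with no mixture and 100% = wells lacking enzyme; strong numbers were not always called active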
Target sequence (P03951 19-387 limits assumed): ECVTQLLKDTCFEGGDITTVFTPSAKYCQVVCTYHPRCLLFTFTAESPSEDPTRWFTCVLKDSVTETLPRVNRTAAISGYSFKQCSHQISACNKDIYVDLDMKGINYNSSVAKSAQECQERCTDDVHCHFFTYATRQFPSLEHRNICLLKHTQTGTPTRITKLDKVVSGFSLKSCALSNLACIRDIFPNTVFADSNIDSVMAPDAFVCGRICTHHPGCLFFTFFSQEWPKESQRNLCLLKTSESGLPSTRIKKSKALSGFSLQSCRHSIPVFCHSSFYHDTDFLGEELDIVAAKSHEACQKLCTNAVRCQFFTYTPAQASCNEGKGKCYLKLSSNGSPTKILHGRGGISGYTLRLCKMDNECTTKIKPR
Target sequence (P03951 388-625 limits assumed): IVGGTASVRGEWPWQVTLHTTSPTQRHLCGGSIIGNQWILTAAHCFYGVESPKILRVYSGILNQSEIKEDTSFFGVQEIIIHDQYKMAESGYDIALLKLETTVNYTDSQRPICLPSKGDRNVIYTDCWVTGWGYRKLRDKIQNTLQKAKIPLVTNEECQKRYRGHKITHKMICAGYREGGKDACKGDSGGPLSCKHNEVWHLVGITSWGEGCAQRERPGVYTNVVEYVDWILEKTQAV
CatB inh – human cathepsin B inhibition; 0.1% of 63,000 active; inhibition, %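 (tested at 10 µM)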; purified cathepsin B, fluorogenic substrate, fluorescence; AID 453; in the data active means inhibition above about 21%;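 further: 0% = enzyme with no compound and 100% = no enzyme blank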
CatS inh – inhibitors of human cathepsin S. P25774. recombinant cathepsin S, AMC dipeptide fluorescence, pooled mixtures. inhibition, %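 (tested at 5 µM per compound within 10-compound mixtures)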. 0.06% of 62,000 active. AID 501; in the data active means inhibition above about 32%, passing the limit was not always enough; inconclusive means no clear call, values can overlap the other calls;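 further: 0% = enzyme without compound and 100% = blank without enzyme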
Target sequence (P25774 115-331 limits assumed): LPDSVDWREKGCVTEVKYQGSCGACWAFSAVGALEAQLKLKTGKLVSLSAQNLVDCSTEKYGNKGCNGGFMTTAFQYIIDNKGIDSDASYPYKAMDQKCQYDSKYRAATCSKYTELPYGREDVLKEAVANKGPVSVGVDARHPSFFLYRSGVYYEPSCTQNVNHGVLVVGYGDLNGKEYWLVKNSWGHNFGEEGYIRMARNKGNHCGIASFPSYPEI
CatL block – blocks human cathepsin L protease activity | P07711 | purified cathepsin L, fluorogenic substrate, fluorescence | inhibition, %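 (tested at 10 µM)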 | 0.17% of 58,000 active | AID 460; in the data active means inhibition above about 45%;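 further: 0% = enzyme with no compound and 100% = no enzyme blank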
FXIIa inh mix – blocks human factor XIIa in pooled compound mixtures. purified FXIIa, fluorogenic substrate. P00748. 0.2% of 62,000 active. inhibition, % at 5 µM. AID 684;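 further: 0% = enzyme without compound and 100% = no enzyme blank; some results filed as inactive read as strong as hits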
C1s block – human complement C1s inhibition; purified C1s, fluorogenic AMC substrate, pooled mixtures; mean inhibition % of two 10-compound mixtures (hits give high values), % at 5 µM (by protocol); 0.16% of 62,000 active;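 active means inhibition above 20% in each of the two 10-compound mixture wells holding the compound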;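 further: 0% = enzyme wells lacking compound mixture and 100% = no-enzyme blank wells; some compounds called inactive have numbers as strong as hits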
AP complement – orthogonal test for alternative complement pathway inhibitors; Human serum alternative complement pathway, LPS-coated ELISA, C3 deposition; tested in compound mixtures; inhibition, % at 5 µM; 0.08% of 62,000 active; AID 1235;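 active means inhibition above 30% in each of the two pooled mixtures holding the compound, so the lower value exceeds 30%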;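 further: 0% = serum in Mg-EGTA without compound and 100% = EDTA serum blank; some compounds past the cut are filed as inactive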
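Assay system: Human serum alternative complement pathway, C3 deposition on LPS-coated wells | Incubation: 1 h serum-compound exposure at 37 °C | Doses: 5 µM per compound in ten-compound mixtures | Read-out: Percent inhibition | Technique: ELISA with HRP anti-human C3 antibody, TMB substrate, absorbance 450 nm | Replication: Two pool placements per compound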
Active calls of the source: *; ? = inconclusive; . = no result given. Unless noted, no stated cut-off is given here; in the data, active means inhibition above about 20% (passing the limit was not always enough); inactive means the rest. The list is partial; count on the stated rates, not on these rows.

Fields – Cathepsin G inh, CatB mixtures, FXIa inh mix, CatB inh, CatS inh, CatL block, FXIIa inh mix, C1s block, AP complement
> Cc1ccccc1NC(=O)C1Cc2ccccc2C(=O)O1 (centres undefined)
    -9, 4, -12, 4, 6, 9, 6, -115, 5
> Cc1cc2ncn(CC(O)COC3CCCCC3)c2cc1C (centres undefined)
    11, 6, 5, -1, -6, 4, 4, 10, 7
> O=C(NCC1CCCO1)c1cccc(Br)c1 (centres undefined)
    8, 4, 5, 11, -13, 1, 5, 14, 18
> Cn1c(=O)oc2cc(S(=O)(=O)N3CCCC(C(=O)N4CCn5c4nc4ccccc45)C3)ccc21 (centres undefined)
    5, -1, 2, -1, 24, 5, -7, -9, 5
> C1=C(c2ccc(-c3ccccc3)cc2)Nc2ncnn2C1c1ccco1 (centres undefined)
    -6, -3, -13, 2, 0, -115, 13, -31, 10
> O=C(CCn1c(=O)sc2ccccc21)Nc1nccs1
    -3, 3, 1, 6, -12, 2, 2, -7, 10
> Cc1ccc(C2CCN(C(=O)Nc3ccccc3)C2)cc1 (centres undefined)
    -7, -3, -1, 2, ?, 12, -1, -19, -11
> CCOC(=O)CC(=O)CSc1nnc2c(n1)[nH]c1ccccc12
    3, 1, 5, 0, 7, ., 11, 2, 8
> COc1ccc(CCNC(=O)c2ccncc2)cc1OC
    -2, 3, 1, -5, 7, -6, 11, -37, 4
> COc1ccc(-c2cc(C(=O)O)c3ccccc3n2)c(OC)c1
    3, 0, 0, 0, 7, 7, 2, 4, -2

The list continues.
Fields – Cathepsin G inh, CatB mixtures, FXIa inh mix, CatB inh, CatS inh, CatL block, FXIIa inh mix, C1s block, AP complement
> CCCCn1c(CN2CCN(c3ccc(F)cc3)CC2)nc2c1c(=O)n(C)c(=O)n2C
    0, 1, 4, 1, 0, 22, 2, -29, 7
> Cc1ccccc1-n1c(Cn2c(=O)sc3ccccc32)nnc1SCC(=O)N1CCCC1
    3, 5, 9, -1, 16, 20, 12, -2, 8
> COCCN(C(=O)c1csnn1)C(C(=O)NC1CCCCC1)c1cccs1 (centres undefined)
    2, 45, 4, -5, ., -1, 5, 1, 19
> CCOC(=O)c1[nH]c2ccc(F)cc2c1NC(=O)C1=COCCO1
    6, 3, 5, 1, 2, 6, 5, 5, 16
> Cc1csc(N(C)C(=O)CSc2nnc(COc3cccc4ccccc34)o2)n1
    -1, 1, 3, 0, -2, -1, -2, 1, -2
> O=C(CCCNS(=O)(=O)c1cccc2nsnc12)NCc1ccc(F)cc1
    10, 4, 7, 1, -3, -1, 9, 6, 13
> Cc1ccc2c(c1)nnn2C1CCN(CC(=O)c2ccc(Cl)cc2)CC1
    -2, 6, 1, 1, -5, -11, -6, -19, 9
> O=C1CCCc2c1nc(-c1ccco1)n2O
    -23, -23, -35, ., -35, -14, -15, -58, 21
> Cc1ccc(Cn2c(NCCc3ccccc3)nc3c2c(=O)n(C)c(=O)n3C)cc1
    6, 1, 9, 1, 7, 9, 1, 7, 6
> CCn1c(=N)c(C(=O)OC)cc2c(=O)n3ccccc3nc21
    -17, -9, -16, -13, -5, -64, 12, -49, -7

Some of the entries above, reformatted.
Structure	Cathepsin G inh	CatB mixtures	FXIa inh mix	CatB inh	CatS inh	CatL block	FXIIa inh mix	C1s block	AP complement
O=C(CCCNS(=O)(=O)c1cccc2nsnc12)NCc1ccc(F)cc1	10	4	7	1	-3	-1	9	6	13
Cc1ccc2c(c1)nnn2C1CCN(CC(=O)c2ccc(Cl)cc2)CC1	-2	6	1	1	-5	-11	-6	-19	9

Next compounds follow.
Fields – Cathepsin G inh, CatB mixtures, FXIa inh mix, CatB inh, CatS inh, CatL block, FXIIa inh mix, C1s block, AP complement
> CCOC(=O)N1CCN(c2c(NCC3CCN(Cc4cccc(C)c4)CC3)c(=O)c2=O)CC1
    -36, 8, 7, -2, 8, 27, 15, -4, 9
> CCn1c(SC/C=C/c2ccccc2)nnc1-c1cccs1
    8, 5, 5, 4, -1, -2, 11, 13, -6
> O=C(NCC(F)(F)F)Nc1cccnc1
    0, 1, -1, 3, 10, 2, 4, -8, -8
> CCC(C)(C)n1nnnc1C(c1ccncc1)N1CCN(c2cccc(OC)c2)CC1 (centres undefined)
    13, 4, 4, 8, -17, 3, 1, 1, 3
> CCN(CCCNC(=O)C1CCN(S(=O)(=O)c2cnc[nH]2)CC1)c1cccc(C)c1
    2, -4, -3, 3, 5, 8, -22, -9, -6
> CCC(=O)N1CCc2cc(Br)cc(S(=O)(=O)NCCN3CCOCC3)c21
    3, 1, 2, 5, 11, 27, -3, 49, -1
> CC(C)n1ncc(C(N)=O)c1N
    18, -2, 4, 4, 6, 16, 13, 25, -3
> Cn1c(=O)c2c(-c3ccccc3)n3c4ccccc4ncc3c2n(C)c1=O
    -4, -2, 3, 1, -2, ., 1, -40, 8
> Cc1ccc(S(=O)(=O)N2CC(=NO)C2)cc1
    9, 2, 5, -2, 3, -7, 8, 0, 27
> Cc1nn(C)c(C)c1S(=O)(=O)N1CCC(C(=O)NC2CCCc3ccccc32)CC1 (centres undefined)
    7, 4, 0, 2, -3, -4, 1, -10, 26

More compounds:
Fields – Cathepsin G inh, CatB mixtures, FXIa inh mix, CatB inh, CatS inh, CatL block, FXIIa inh mix, C1s block, AP complement
> CCN(CC)S(=O)(=O)c1ccc(Cl)c(C(=O)Oc2cccnc2)c1
    9, 5, 9, 7, -4, -7, 3, 18, 21
> CC1(C)CC(=O)C(CC(=O)NC(=O)NCc2ccccc2)=C(O)C1
    -2, 3, 1, 4, -1, -3, 12, -3, 10
> COc1ccc(OC)c(NC(=O)CCN2CCN(Cc3ccccc3)CC2)c1
    11, -1, 3, 3, 5, ., 4, 12, 7
> CCNC(=O)CN(c1ccc(OC)c(OC)c1)S(=O)(=O)c1ccccc1
    7, 1, 1, -1, -7, -5, 9, 11, 11
> COc1ccccc1NC(=O)Nc1c(C)n(C)n(-c2ccccc2)c1=O
    0, 2, 1, -4, -2, -6, -7, -18, 9
> CC(C)CNC(=O)c1cc(-c2ccc(Br)cc2)on1
    13, 4, 6, 3, 5, 5, 1, 14, 10
> O=C(CSCCO)N1CCc2ccccc21
    9, -1, 3, 7, 8, 13, 1, 12, 1
> Cc1cc(NC(=O)c2cc(-c3cccc(Cl)c3)on2)no1
    7, 0, 3, 5, 10, 22, 10, 16, -4
> O=C(NCCCN1CCOCC1)c1ccc(CS(=O)(=O)c2c(Cl)cccc2Cl)o1
    -9, 6, 3, -1, 7, 1, 7, -24, -18
> Cc1ccc(F)cc1NC(=O)c1ccc2c(c1)OCO2
    11, 1, 2, -1, 11, 19, 0, 4, 4

Next part
Fields – Cathepsin G inh, CatB mixtures, FXIa inh mix, CatB inh, CatS inh, CatL block, FXIIa inh mix, C1s block, AP complement
> O=C(Nc1c(C(=O)O)oc2ccc(Br)cc12)c1ccccc1
    -1, 1, 9, -2, 0, 2, -23, -27, 20
> O=C(CSc1ncccn1)NCc1ccccc1Cl
    9, 2, 7, 2, -2, 9, 10, -7, 16
> COc1ccc(CCNS(=O)(=O)c2cn(C)c(=O)n(C)c2=O)cc1OC
    11, 4, 6, 6, 2, -6, 2, 10, 13
> CN1CCN(Cc2nc3c(c(=O)n(C)c(=O)n3C)n2Cc2ccccc2Cl)CC1
    12, 6, 8, 2, 4, 6, 2, 13, 7
> CC1CCCCC1NC(=O)COC(=O)c1ccc(S(=O)(=O)N2CCOCC2)cc1 (centres undefined)
    -7, -7, -4, 1, -3, 0, -5, -94, 2
> O=c1c2ccccc2c(/C=N/c2ncn[nH]2)c(O)n1Cc1ccccc1
    6, 2, 7, 1, 12, 2, 9, -3, 5
> COc1ccc(C2CC(=O)C(C=NCCCN3CCOCC3)=C(O)C2)cc1 (centres undefined)
    -2, 9, 9, 0, 16, -2, 2, 6, 12
> Cc1c(C(=O)NCc2ccccn2)oc2ccc(S(=O)(=O)N3CCOCC3)cc12
    -11, -3, -2, -1, 0, -6, 0, -21, -7
> Fc1ccc(Cc2nnc(-c3cccs3)o2)cc1
    16, 5, 2, 7, 7, ., 0, -9, 14
> CCCOc1ccc(CC(CC(=O)O)(C(=O)O)C(=O)O)cc1
    2, 7, 3, 3, 14, ., 6, 2, 11

Next section:
Fields – Cathepsin G inh, CatB mixtures, FXIa inh mix, CatB inh, CatS inh, CatL block, FXIIa inh mix, C1s block, AP complement
> Cc1ccc(NC(=O)CSc2nnc(-c3cnccn3)n2Cc2ccco2)cc1C
    -6, 4, 10, 4, -9, 0, 1, 2, 7
> Cc1ccc(-n2c(SCC(=O)OC(C)C)nnc2-c2cnccn2)cc1
    -23, -15, -36, 4, -6, 13, -38, -83, -6
> O=C(CSc1nnc(-c2ccc(F)cc2)o1)N1CCN(C(=O)c2ccco2)CC1
    -22, -5, -11, 3, -6, 1, 0, -39, -17
> CCOC(=O)C1CCN(c2c(NC3CCCc4ccccc43)c(=O)c2=O)CC1 (centres undefined)
    10, -7, -1, -2, -6, 14, 11, 5, 7
> Cc1cc(Nc2ccc(C)c(F)c2)n2ncnc2n1
    10, 3, -3, 8, 6, 10, 1, 3, 6
> Cc1ccc(-c2ccc(CCC(=O)O)n2Cc2ccco2)cc1
    9, 3, 5, 3, -6, -10, 10, 10, 30
> CCN(CC)CCCNC(=O)c1sc2nc(-c3ccc(F)cc3)cn2c1C
    8, 1, -5, 8, 19, 8, 6, 2, 2
> COc1cc(C2C(C#N)=C(N)Oc3cc(C)oc(=O)c32)cc2c1OCO2 (centres undefined)
    3, -1, 3, -2, 3, 7, 5, 4, -8
> CCOC(=O)N1CCN(C(=O)CCn2nc(-c3ccc(Cl)cc3)ccc2=O)CC1
    1, 0, 9, 4, 22, 13, 4, 1, 2
> Cc1cc(NC(=O)COC(=O)COc2ccc3c(c2)CCC3)no1
    3, 6, 5, -4, -2, 0, 5, 2, 23

(next part)
Fields – Cathepsin G inh, CatB mixtures, FXIa inh mix, CatB inh, CatS inh, CatL block, FXIIa inh mix, C1s block, AP complement
> CCOC(=O)C1CCN(C(=O)c2cnn3c(C)cc(C)nc23)CC1
    -4, 4, 7, -7, 5, 10, -1, -73, 6
> CSc1nnc(Cc2ccc3c(c2)OCO3)o1
    12, 5, 8, 2, 14, 0, 12, 12, 5
> Cc1cccc(N2CCN(C(=O)C3CCN(c4nnc(-n5cccc5)s4)CC3)CC2C)c1 (centres undefined)
    10, 0, -2, 1, 10, 9, 8, 6, 5
> Cc1nc(NC(=O)c2cc3c(s2)CCCCC3)sc1C(=O)N(C)C
    -8, -2, 0, -1, 7, 4, 8, -27, -16
> CCOC(=O)c1[nH]c2ccccc2c1NC(=O)CN1CCCCC1
    11, 4, 2, 1, 18, 13, 2, 5, 2
> COc1ccc(-c2c(C)nn3c(N4CCC(C(=O)N5CCCCC5)CC4)cc(C)nc23)cc1OC
    7, 2, 9, 2, -5, ., 11, 13, 19
> CCN(CC)S(=O)(=O)N1CCC(C(=O)NCC2COc3ccccc3O2)CC1 (centres undefined)
    -4, 7, 8, 5, 10, -10, -12, -13, 11

High-throughput results from PubChem.
